ALOX12 inh: inhibitors of human 12S-lipoxygenase ALOX12 | P18054 | purified 12hLO, xylenol orange hydroperoxide absorbance | Potency, µM (top dose mostly 108 µM), for inactives: at the highest dose activity change, negative = inhibition, most hits filed as inhibitors | 580,000 tested, 1.1% active; active means well fitted inhibition curve with a large enough effect; inconclusive means small, poorly fitted or top-dose-only effect, or another doubt; inactive means no such curve, though single readings can be large or run the other way
Target sequence (P18054 whole entry, looked up): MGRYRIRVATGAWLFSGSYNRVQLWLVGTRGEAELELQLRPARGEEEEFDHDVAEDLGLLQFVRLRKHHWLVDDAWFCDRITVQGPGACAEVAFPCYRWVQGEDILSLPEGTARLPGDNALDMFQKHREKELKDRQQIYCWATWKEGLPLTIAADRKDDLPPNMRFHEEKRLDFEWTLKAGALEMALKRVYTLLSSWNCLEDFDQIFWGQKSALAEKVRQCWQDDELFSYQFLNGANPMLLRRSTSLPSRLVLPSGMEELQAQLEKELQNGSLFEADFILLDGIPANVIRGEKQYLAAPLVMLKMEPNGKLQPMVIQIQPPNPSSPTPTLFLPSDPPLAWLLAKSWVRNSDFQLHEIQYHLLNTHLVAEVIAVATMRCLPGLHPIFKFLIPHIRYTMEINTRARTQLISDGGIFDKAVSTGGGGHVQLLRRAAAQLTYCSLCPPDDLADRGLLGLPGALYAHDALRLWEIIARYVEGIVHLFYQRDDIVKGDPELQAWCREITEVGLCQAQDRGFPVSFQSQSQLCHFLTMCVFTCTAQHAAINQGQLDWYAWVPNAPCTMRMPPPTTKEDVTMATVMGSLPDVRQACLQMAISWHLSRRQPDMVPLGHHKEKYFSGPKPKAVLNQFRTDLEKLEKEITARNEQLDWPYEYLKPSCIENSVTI
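Hydroperoxide product was detected by ferrous iron/xylenol orange as the 573 to 405 nm absorbance ratio. Arachidonic acid at 40 uM (final) was turned over for 30 min at room temperature by 150 nM human 12hLO, pH 7.0 Hepes buffer, after 15 min compound preincubation.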
* hit, by the source's call; ? = inconclusive; & = joins results of further samples; [ ] = dose if it differs, or a comment. On the % scale 0 is the no-effect control and ±100 the full control effect; potency means the concentration at half of the fitted maximal effect. Only part of the results is shown; count on the stated rates, not on these rows.

mol	ALOX12 inh
COc1cc(CN2CCC3(CC2)[C@H](O)C[C@@H]3OCCN)cc(OC)c1	18%
CCN1C(=O)C2(c3ccccc31)N1CC3(C)CN2CC(CC)(C1)C3=O (stereo unspecified)	8%
Cc1ccc(CSc2nc(N)cc(N3CCN(CCCO)CC3)n2)cc1	31%
N#C/C(=C\c1ccnc2ccccc12)c1nc2ccccc2s1	?
Cc1cc(C)c2nc(SCC(=O)NC(N)=O)cc(C)c2c1	14%
O=[N+]([O-])c1cccc2nc(/C=C/c3ccc(C(F)(F)F)cc3)ccc12	?
O[C@@H]1CO[C@H]2[C@@H]1OC[C@@H]2n1cc(-c2ccccn2)nn1	48%[activator][176 µM]
COc1cc(C2CC(=O)Nc3c2ncn3-c2cccc(C(F)(F)F)c2)cc2c1OCO2 (stereo unspecified)	?
CCCCc1nnc(NC(=O)c2cc(=O)[nH]c3ccccc23)s1	-3%
CC(=O)NCCCC(=O)N1CCOC2(CCN(C(=O)NC(C)C)CC2)C1	4%[6.33 µM]

(next part)
mol	ALOX12 inh
O=C(c1ccncc1)N1CCC(c2cc(-c3ccc(F)cc3)n[nH]2)CC1	45%[activator]
CN(C)c1cccc(C(=O)NC2CCCN(c3cc(-c4ccc(F)cc4)[nH]n3)C2)c1 (stereo unspecified)	65%[activator]
Fc1ccc(Nc2ccnc(-c3ccoc3)n2)cc1	?
CCCc1noc(-c2ccn3c(CNC(=O)c4ccc(F)cc4Cl)nnc3c2)n1	?
CSc1ccc(/C=C(/C#N)C(=O)NC(C)C)cc1	0%
COc1ccccc1-c1cc(-c2cccnc2)nc2c(C)noc12	1%[176 µM]
Cc1noc(C)c1CN1CCC2(CC1)C(C(=O)O)CC(=O)N2C (stereo unspecified)	?
O=C(Cc1ccccc1)N1CCCC2(CC(c3cccnc3)=NO2)C1 (stereo unspecified)	10%[6.33 µM]
Cc1ccc(-c2nn(CC(=O)Nc3ccc(C(=O)N(C)C)cc3)c(=O)c3ccccc23)cc1	24%
COc1ccc(-c2nnc(SCC(=O)Nc3ccc4cn[nH]c4c3)n2-c2ccc(Cl)cc2)cc1	-12%

(next part)
mol	ALOX12 inh
CC(C)C(NC(=O)Cn1cnc(C#N)n1)c1ccccc1 (stereo unspecified)	1%
COc1ccc2nc(CO[C@H]3CN(C4CCN(C(C)=O)CC4)C[C@H]3F)[nH]c2c1	36%[activator][176 µM]
CCN(CCO)C(=S)Nc1cc(C)cc(C)c1	-11%
Cc1ccsc1/C=N/NC(=O)C1CC1	?
COc1cc2c(cc1OC)-c1c(c(C(=O)Nc3cccnc3)nn1-c1ccc(Cl)cc1)C2	-5%
COc1ccc(CCN(CC2CCN(C)CC2)C(=O)C(C)N2CCOCC2)cc1 (stereo unspecified)	24%
Cc1cccc(-c2nc3cnccn3c2NCCC(=O)N2CCCCC2)c1	6%
CCn1cc(CN2CCCCCCNC(=O)[C@@H]3CCC[C@@H]32)cn1	405%[activator]
CCOC(=O)c1ccc(NC(=O)N2CCC3(CC2)SCC(=O)N3Cc2ccco2)cc1	?
COc1ccc(CC(=O)N[C@H]2[C@H](O)[C@H](O)C[C@@H]2c2ccc(N3CCOCC3)nc2)cc1	62%[activator][176 µM]

The list goes on:
mol	ALOX12 inh
CCCNC(=O)N1CC2(CN(C(C)=O)C2)c2c(n(C)c3cc(OC)ccc23)[C@H]1CO	-6%
COCCOc1ccc(C(=O)N[C@@H]2CN(C(=O)Nc3cccc(C#N)c3)CCC[C@H]2O)cc1	-8%
O=C(O)C1CCc2nnc(C3CCCN(C(=O)Cc4ccccc4)C3)n21 (stereo unspecified)	2%[6.33 µM]
Cc1ccc(C)c(NC(=O)/C=C/c2cccs2)c1	1%
CN(Cc1ccccc1)Cc1cn([C@H]2CO[C@H]3[C@@H]2OC[C@@H]3NS(=O)(=O)Cc2ccccc2)nn1	-30%
O=C(O)C[C@@H]1CCN(Cc2ccc(F)cc2)C[C@@H]1CCN1C[C@@H]2C[C@H](C1)c1cccc(=O)n1C2	?
CCCC(=O)NC1CCN(C(=O)N2CC3CC(C2)[C@H]2CCCC(=O)N2C3)CC1 (stereo partly specified)	19%
C=CCC1(C(=O)O)CCCN(C(=O)Cc2c[nH]c(=O)n(C)c2=O)C1 (stereo unspecified)	27%
COc1cccc(OC)c1C(=O)O	2%[176 µM]
COc1cc(OC)cc(C(=O)N2CCN(c3ncccn3)CC2C(=O)O)c1 (stereo unspecified)	11%

Other entries.
mol	ALOX12 inh
CCOC(=O)c1sc(NC(=O)C2CC(=O)N(c3ccc(C)c(C)c3)C2)nc1C (stereo unspecified)	-9%
Cc1cc2cc(-c3c(C)noc3C)nc(Nc3ccc(F)cc3)c2o1	-1%[176 µM]
CCOc1ccccc1C1NC(=O)N(CC(=O)Nc2cc(Cl)ccc2OC)C2=C1C(=O)OC2 (stereo unspecified)	28%
CN(C)C[C@@H]1CN(c2ncccn2)C[C@H]1NS(=O)(=O)c1ccc(Cl)cc1	65%[activator]
O/N=C/c1cn(Cc2ccccc2)c2ccccc12	-1%
Cc1ccc(CN(C)CC(=O)NC(C)c2ccccc2C)o1 (stereo unspecified)	-58%
Cc1ccc2nc(-c3ccccc3)c(Cc3cccc(F)c3)n2c1	?
CC(=O)Nc1ccc(C(C)=O)cc1OCc1cccc(C)c1	6%
CN1CCN(CCCNC(=O)CCC[C@@H]2[C@H]3CCCN4CCC[C@@H](CN2Cc2ccccc2)[C@@H]34)CC1	34%[activator]
NC1CCc2nn(CC(=O)NCCOc3ccccc3)c(=O)n2CC1 (stereo unspecified)	8%

The results go on.
mol	ALOX12 inh
Cc1ccc(C(=O)NC23CC4CC(CC(C4)C2)C3)cc1C	8%
O=Cc1ccc(OCc2cccc(Br)c2)cc1	?
c1csc(-c2nc3nccc(-c4cccs4)n3n2)c1	3%
Cc1ccc(C(=O)N2CCC3(CCCN(C4CCOCC4)C3=O)C2)cc1F (stereo unspecified)	32%
CCc1c(C)sc(NC(=O)CCc2ccccc2)c1C#N	?
COCCn1c(SCC(=O)c2ccc(Cl)s2)nnc1-c1ccncc1	?
O=C(NCc1ccnc2[nH]ccc12)c1ccc2c(c1)OCO2	?
CN1CCN(CN2C(=O)C(O)(CC(=O)c3ccc(Br)s3)c3ccccc32)CC1 (stereo unspecified)	?
CCCNC(=O)c1ccc(NC(=O)Nc2ccccc2)cc1	46%[activator]
CC(C)n1nnnc1SCCS(=O)(=O)c1cc(Cl)ccc1Cl	?

The list continues:
mol	ALOX12 inh
CCCn1nc(C)cc1CN(C)c1ccc(NC(=O)c2ccccc2C)cc1C(=O)O	10µM*
O=C(NCC1CC1)c1csc(N2CCN(c3ccccc3F)CC2)n1	-7%
CCn1cnc2c1c(=O)n(CC(=O)Nc1cccc(C(C)=O)c1)c(=O)n2Cc1ccccc1	31%
CCc1nc2c(=O)n(CC(=O)NCc3ccco3)nc(C)c2s1	31%
CCOCCOC1CCN(C(=O)c2nn(C)c3ccccc23)CC1	56%[activator]
CCOc1cccc(C(N)=S)c1	?
CC(C)[C@H](NC(=O)[C@@H](N)Cc1ccccc1)C(=O)N1CCC2CCN(Cc3ccccc3)CC21 (stereo partly specified)	-9%
COc1cccc(C(=O)N2CCC3(CC2)CCN(CCc2ccccc2)c2ccccc2O3)c1	-13%
Cc1ccccc1C(=O)NC1CCCN(c2nc3ncccc3o2)C1 (stereo unspecified)	26%[176 µM]
CC(C)C(=O)N1CCN(CCNc2cc(=O)oc3ccccc23)CC1	-22%

Continued:
mol	ALOX12 inh
O=C1NCc2ccccc2CC12CCN(Cc1c(Cl)cncc1Cl)CC2	4%[6.33 µM]
O=C(C[C@@H]1CCNC[C@@H]1Cc1cc(COc2ccccc2)on1)NCc1cccs1	-4%[176 µM]
Cc1ccc(NC(=O)CC2CCN(S(C)(=O)=O)C2)cc1 (stereo unspecified)	0%
Cc1ccc2nc(C)c(Cc3nnc(SCC(=O)Nc4cccc(Cl)c4C)n3C)c(=O)n2c1	-26%
CN(C)C[C@@H]1CN(S(C)(=O)=O)C[C@H]1NC(=O)c1cccc(C#N)c1	22%
CN(C)Cc1nnc(C2CCN(C(=O)CCc3ccncc3)CC2)n1C	-1%
CCN(Cc1ccccc1)C(=O)C1CCN(Cc2ccc(C(F)(F)F)cc2)CC1	?
c1cc(CNCc2cccc3[nH]ccc23)c2cc[nH]c2c1	-16%
COc1ccc(N2CCN(C(=O)c3cc(NC(C)=O)c4c(c3)ncn4CCc3ccccn3)CC2)cc1	3%
O=[N+]([O-])c1ccccc1S(=O)(=O)Nc1ccccc1	0%

Carrying on:
mol	ALOX12 inh
O=C(c1ccccc1)N1CCC(N(Cc2cccnc2)C2CCOCC2)CC1	39%[activator]
CN1[C@@H](CCC(=O)NCc2cccnc2)CNC(=O)[C@@H]2[C@H]1CCN2C1CCCCC1	104%[activator][176 µM]
COc1ccc(-c2noc(CC3CCN(C(=O)Cc4ccsc4)CC3)n2)cc1	45%[activator]
O=C(NC1CCCCC1)C(c1ccc(C(F)(F)F)cc1)n1c(=O)c(-c2ccco2)nc2ccccc21 (stereo unspecified)	?
CC(C)[C@H](NC(=O)Cc1cccc2ccccc12)C(=O)O	-27%
Cc1csc(NC(=O)c2nn(C(C)C)c(=O)c3ccccc23)n1	-11%
CCOC(=O)c1c(C)[nH]c(C(=O)CSc2nnc(C)s2)c1C	-7%
CCOC(=O)c1ccc(NC(=O)C2CCOCC2)cc1	37%[activator]
CC(=O)Nc1ccc(-c2ccc(=O)n3c2[C@@H]2C[C@@H](CN(C(=O)COc4ccccc4)C2)C3)cc1	6%
O=C(CC[C@@H]1CNC(=O)[C@@H]2C[C@H](NC(=O)c3cccc(F)c3)CN12)NC1CC1	2%[176 µM]

Next structures follow.
mol	ALOX12 inh
COc1cc2c(cc1OC)C(CNC(=O)C1CC1)N(C(=O)NC(C)C)CC2 (stereo unspecified)	40%[activator]
CC(C)CNC(=O)c1cc(C2CC2)nc2c1c(C1CCCN1)nn2-c1ccccc1 (stereo unspecified)	3%[6.33 µM]
COc1ccccc1CNC(=O)[C@H]1C[C@@H](O)[C@H](O)[C@@H]2N=C(Nc3ccc(C)cc3)S[C@@H]21	?
O=C(Nc1ccccc1)N1C[C@@H](F)[C@@H](OCc2nc3ccc(F)cc3[nH]2)C1	18%[176 µM]
CCOc1ccccc1CNC(=O)c1cc2n(n1)CC(c1ccc3c(c1)OCO3)OC2 (stereo unspecified)	34%
CNC(=O)N1CCC(C2CCN(C(=O)c3cc(C)n(CCOC)c3C)C2)CC1 (stereo unspecified)	42%[activator]
Cn1nc(C2CCN(C(=O)c3ccccc3Cl)CC2)[nH]c1=O	10%[176 µM]
CC1(c2noc(-c3ccccc3)n2)CCN(C(=O)C2CCN(C(=O)c3ccc(=O)[nH]c3)CC2)CC1	?
Cc1cc(NC(=O)CCSc2nnc3c(Cl)cc(C(F)(F)F)cn23)no1	4%
O=C(NCc1cc(F)cc(F)c1)c1noc(-c2ccc3c(c2)OCO3)n1	23%

More entries:
mol	ALOX12 inh
CC(C)c1noc(CC2CCN(C(=O)c3ccc4c(c3)OCO4)CC2)n1	12%
CCCOc1ccc(Br)cc1C1C(C(=O)OC(C)C)=C(C)Nc2nnnn21 (stereo unspecified)	-5%
COCCNC(=S)N/N=C/c1ccc(C(C)(C)C)cc1	?
C=CCN(CC#CC(=C)C)Cc1ccc(OC)cc1OC	-6%
C(=Nc1ccccc1-c1ccccc1N=Cc1ccc2ccccc2c1)c1ccc2ccccc2c1	-18%
COc1ccccc1-n1[nH]c(CSc2nnnn2-c2ccccc2)cc1=O	?
Cc1cnc(CCNS(=O)(=O)c2cn(C)cn2)n1CC1CC1	82%[activator]
COc1cccc(CN2CCCCCCNC(=O)CC2c2ccccc2)c1OC (stereo unspecified)	-16%
CCOC(=O)C1(Cc2cccc(OC)c2)CCCN(Cc2cnc[nH]2)C1 (stereo unspecified)	56%[activator]
O=C(NC1CCN(Cc2ccccc2)CC1)[C@H]1CN(Cc2ccccc2)C[C@H]1C(=O)O	0%

Reformatted with each value named: 4 of the compounds above.
canonical_smiles: COc1cc(CN2CCC3(CC2)[C@H](O)C[C@@H]3OCCN)cc(OC)c1
  ALOX12 inh = 18%

canonical_smiles: CCN1C(=O)C2(c3ccccc31)N1CC3(C)CN2CC(CC)(C1)C3=O (stereo unspecified)
  ALOX12 inh = 8%

canonical_smiles: Cc1ccc(CSc2nc(N)cc(N3CCN(CCCO)CC3)n2)cc1
  ALOX12 inh = 31%

canonical_smiles: N#C/C(=C\c1ccnc2ccccc12)c1nc2ccccc2s1
  ALOX12 inh = ?

Going on with the list:
mol	ALOX12 inh
Cc1ccc(C(=O)C(OC(=O)c2ccc(N(C)C)cc2)c2ccccc2)cc1 (stereo unspecified)	-6%
O=C(Nc1ccc(O)c(-c2nc3ccccc3o2)c1)c1cccc(Cl)c1	1%
CNC(=O)[C@@H]1CN(S(=O)(=O)C(C)C)C[C@H]1c1n[nH]c(C)n1	56%[activator]
Cc1c(CCC(=O)NCc2nc(-c3ccccc3)no2)c(=O)oc2cc(O)ccc12	3%
CSCCCNC(=O)c1c(C)noc1-c1ccco1	18%
O=C(O)c1cccc(-c2ccccn2)c1	-1%&6%[12.5 µM]
CCOC(CNC(=O)CS(=O)Cc1nc(-c2ccccc2)oc1C)OCC (stereo unspecified)	-3%
COc1ccc2nc(C[C@@H]3C[C@@H](C(C)C)[C@H](CNCc4ccc(NC(C)=O)cc4)C=C3C)[nH]c2c1	-9%
Cc1ccc(Cn2c(CN3CCCC(O)(CO)C3)nc3ccccc32)cc1 (stereo unspecified)	61%[activator]
O=C(Cn1ccn2nc(-c3ccc(F)cc3)c(CO)c2c1=O)N1CCc2ccccc21	12%

Screens (PubChem)
